High-throughput results deposited in PubChem by several laboratories.
DAGLB inhibitor: DAGLB lipase inhibitors, primary screen, biochemical, fluorescence, HTS; HEK293T DAGLB membrane lysate, EnzChek fluorogenic substrate; Diacylglycerol lipase-beta (Homo sapiens), Q8NCG7; AID 504411, 2011; 340,000 tested, 0.059% active; inhibition, % at 5.17 µM; in the data active = inhibition above about 34%;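 also: 0% = enzyme with vehicle and 100% = wells lacking enzyme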
Target sequence (Q8NCG7 whole entry, looked up): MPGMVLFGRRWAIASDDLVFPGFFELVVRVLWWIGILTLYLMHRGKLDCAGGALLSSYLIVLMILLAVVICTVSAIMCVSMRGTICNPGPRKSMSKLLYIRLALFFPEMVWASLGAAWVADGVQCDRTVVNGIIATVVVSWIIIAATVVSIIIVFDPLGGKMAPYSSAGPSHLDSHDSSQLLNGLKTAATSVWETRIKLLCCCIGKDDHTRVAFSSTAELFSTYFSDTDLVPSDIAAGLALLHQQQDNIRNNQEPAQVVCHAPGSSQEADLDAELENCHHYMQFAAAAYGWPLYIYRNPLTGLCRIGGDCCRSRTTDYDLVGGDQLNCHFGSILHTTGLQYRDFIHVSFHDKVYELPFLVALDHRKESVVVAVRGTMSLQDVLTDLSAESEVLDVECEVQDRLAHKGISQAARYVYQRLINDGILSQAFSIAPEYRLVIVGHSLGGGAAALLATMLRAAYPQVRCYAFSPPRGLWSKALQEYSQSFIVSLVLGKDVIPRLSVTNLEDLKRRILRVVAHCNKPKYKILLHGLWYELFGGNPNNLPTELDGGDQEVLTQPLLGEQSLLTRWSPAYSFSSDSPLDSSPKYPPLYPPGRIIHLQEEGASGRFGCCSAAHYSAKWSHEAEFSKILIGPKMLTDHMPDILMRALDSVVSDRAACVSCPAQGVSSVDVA
RTF Ca sens act: cardiac RTF calcium sensitivity activators, primary screen, biochemical, IANBD-TnC fluorescence, EC20 calcium | IANBD-labeled TnC RTF fluorescence at EC20 calcium; 0% EC20 calcium, 100% full calcium | activation, % at 7.2 µM | 340,000 tested, 0.24% active | AID 493008, 2010;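 active = activation above the mean over all tested compounds plus 3 SD, cut at about 30% in these data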;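 also: rise in fluorescence read as greater calcium sensitivity of cardiac thin filaments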
C-LANA FP: inhibitors of KSHV C-LANA binding to DNA, primary screen, biochemical, fluorescence polarization, FAM-LBS DNA, MBP-C-LANA, single point; 340,000 tested, 0.078% active; Kaposi's sarcoma herpesvirus LANA C-terminal domain (residues 932-1162) DNA binding; inhibition, % at 9 µM;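 active = highest replicate inhibition at or above 60% at 9 µM, even if other replicates fall short; inactive = all replicates below 60% inhibition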;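 also: 0% = neutral control wells and 100% = 4 µM acridine orange control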
SR-BI uptake up: activators of SR-BI mediated DiI-HDL uptake, primary screen, ldlA[mSR-BI] CHO cells, DiI fluorescence | activation, % at 12.5 µM | 3 h; 100 = double the neutral-control signal | 320,000 tested, 0.096% active;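 active = mean replicate activation of at least 60% and every replicate at or above 60%; inconclusive = mean or all-replicate condition met, but not both; inactive = mean below 60% and not all replicates reaching 60%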;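 also: 0% = median plate neutral-control signal and 100% = twice that signal; values of inactives mirror those of a sister screen read the other way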
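Test system: SR-BI-overexpressing, LDLR-lacking CHO cells; Also added: labelled HDL, 10 µg/mL; Measured by: bottom-read cell fluorescence after medium removal, ex 550/em 595 nm; Timing: 3 h uptake period with compound, 37 °C; Buffer or medium: F12, 0.5% BSA, 25 mM HEPES; Doses: single compound concentration, delivered by pin transfer.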
PKA-R2B act: activators of PKA-R2B holoenzyme, primary screen, biochemical, fluorescence polarization, Cy5-IP20, human | PKA-R2B holoenzyme dissociation; R2B truncated from residue 108, S112A mutant; 0% DMSO only, 100% 113 µM cGMP | 340,000 tested, 0.079% active | AID 504700, 2011 | activation, % at 11.4 µM | cAMP-dependent protein kinase catalytic subunit beta (Homo sapiens) + cAMP-dependent …;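 active = activation above a cutoff set at the mean over all compounds plus 3 SD, cut at about 18% in these data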;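 also: higher means more holoenzyme dissociation and a rise in polarization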
CAL PDZ FP-1: untagged CAL PDZ binding inhibitors, primary screen, biochemical, fluorescence polarization, HTS; Golgi-associated PDZ and coiled-coil motif-containing protein (Homo sapiens), Q9HD26; purified CAL PDZ, TMR-peptide fluorescence polarization, 1 h; inhibition, % at 24.9 µM; 300,000 tested, 0.92% active; AID 602252, 2012;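 active = mean inhibition of at least 30% with at least half of replicates also reaching 30%; inconclusive = no clear call, values can overlap the other calls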;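 also: 0% = DMSO neutral control and 100% = excess unlabeled competitor peptide PRC23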
CAL PDZ FP-2: CAL PDZ peptide-binding inhibitors, primary screen, biochemical, fluorescence polarization, Cer-tagged CAL PDZ, HTS | Golgi-associated PDZ and coiled-coil motif-containing protein (Homo sapiens), Q9HD26 | purified CAL PDZ, TMR-peptide fluorescence polarization, 1 h | inhibition, % at 20 µM | 330,000 tested, 0.02% active | AID 504414, 2011;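 active = highest replicate inhibition of at least 40%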;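 also: plate controls were DMSO neutral control wells for no effect and unlabeled competitor peptide control wells for full effect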
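material = purified tagged CAL PDZ domain construct (CerCALP) | compound dosing = 20 µM, one dose | times = 1 h at RT | measured by = fluorescence polarization from S- and P-plane intensities, G-factor corrected | read-out = inhibition from polarization loss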
Keap1 Nrf2 FP: Keap1-Nrf2 protein-protein interaction inhibitors, primary screen, biochemical, fluorescence polarization, single point; Kelch-like ECH-associated protein 1 (Homo sapiens), Q14145; Keap1 Kelch-Nrf2 peptide fluorescence polarization, 1536-well; inhibition, % at 9.4 µM; 340,000 tested, 0.15% active; in the data active = inhibition above about 12%; inconclusive = no clear call, values can overlap the other calls; inactive = below about 7.3%;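 also: human Keap1 Kelch domain with fluorescein labeled Nrf2 9mer peptide probe; 0% = neutral control wells and 100% = peptide positive control; higher means more block of Keap1 binding to Nrf2 peptide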
Rtt109 Vps75: inhibitors of C. albicans Rtt109/Vps75 HAT, primary screen, biochemical, ThioGlo CoA-SH fluorescence, plate reader; Histone acetyltransferase RTT109 (Candida albicans (strain SC5314 / ATCC MYA-2876)), …; purified Rtt109/Vps75, 4 h; inhibition, % at 34.9 µM; 330,000 tested, 0.16% active;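 active = inhibition of at least 50% in every replicate; inconclusive = best replicate reaches 50% inhibition but some replicates fall short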
Target sequence (Q5AAJ8 whole entry, looked up): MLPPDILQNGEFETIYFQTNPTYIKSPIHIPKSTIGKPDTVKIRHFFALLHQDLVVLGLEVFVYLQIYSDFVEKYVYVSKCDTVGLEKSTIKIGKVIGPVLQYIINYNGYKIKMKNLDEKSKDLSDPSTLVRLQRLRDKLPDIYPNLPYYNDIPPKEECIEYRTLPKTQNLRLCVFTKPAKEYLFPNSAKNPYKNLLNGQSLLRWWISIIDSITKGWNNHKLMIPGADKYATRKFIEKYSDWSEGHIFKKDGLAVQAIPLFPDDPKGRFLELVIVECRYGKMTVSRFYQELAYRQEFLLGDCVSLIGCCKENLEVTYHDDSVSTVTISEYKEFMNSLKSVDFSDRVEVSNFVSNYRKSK
RTF Ca sens inh: cardiac RTF calcium sensitivity inhibitors, primary screen, biochemical, IANBD-TnC fluorescence, EC70 calcium. inhibition, % at 7.15 µM. AID 493244, 2011. IANBD-labeled cardiac RTF, Ca2+ fluorescence. Troponin I, cardiac muscle (Homo sapiens) + Troponin T, cardiac muscle (Homo sapiens) + …. 340,000 tested, 0.12% active;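 active = inhibition above the mean inhibition of all tested compounds plus 3 SD, cut at about 17% in these data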;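 also: assay run at fixed EC70 calcium of 1.6 mM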
Numbers without * were called inactive; ? = inconclusive; nt = not tested or not shown.

SMILES	DAGLB inhibitor	RTF Ca sens act	C-LANA FP	SR-BI uptake up	PKA-R2B act	CAL PDZ FP-1	CAL PDZ FP-2	Keap1 Nrf2 FP	Rtt109 Vps75	RTF Ca sens inh
Cc1ccc(NC(=O)c2sc3nc4c(c(-c5ccco5)c3c2N)CCC4)cc1	2.2	0.8	-0.5	-36.0	-12.2	1.2	-3.3	-4.7	1.8	-5.9
CNc1cc(NS(=O)(=O)c2ccc(N)cc2)nc(NC)n1	2.0	-2.5	2.7	5.2	-6.2	3.2	0.2	-2.4	6.3	11.3
COc1cc2[nH]c3c(N4CCN(c5ccccn5)CC4)ncnc3c2cc1OC	1.7	5.0	-3.7	-20.5	4.8	4.2	6.6	-4.6	19.5	2.9
CC(=O)N1N=C(c2ccc(C)cc2)OC1c1ccc(Br)cc1 (centres undefined)	-11.8	4.9	1.0	-14.4	-26.0	-1.1	-0.8	0.5	8.8	7.7
CCc1cn(S(=O)(=O)c2ccccc2OC)nc1N	1.8	-0.9	-1.0	19.9	-0.1	nt	0.1	-1.0	-4.4	-3.0
CCCCCCCC(=O)Nc1cc(C(=O)NCc2ccc(C)cc2)ccc1N1CCC2(CC1)CC(c1ccccc1)=NO2	-8.2	8.2	0.3	-10.0	-9.2	1.3	0.3	-5.6	-6.7	-4.6
CCCCn1c(O)c(/C=C2\C=Nc3ccccc32)c(=O)[nH]c1=O	3.9	-3.0	10.2	3.7	1.4	-3.4	-0.1	?	-1.3	-6.0
O=C(C1CCN(c2nc3nonc3nc2N2CCCCC2)CC1)N1CCOCC1	0.6	-1.6	2.0	-15.9	-9.4	-3.1	-0.5	0.7	-9.6	1.0
O=C(Nc1ccc(F)cc1)c1ccc(CSc2ccccc2)o1	-8.3	0.6	1.6	-8.4	-1.1	0.7	-0.9	-0.5	nt	-4.9
CCOCCCNCc1ccc(OC)c(OC)c1	-2.6	-3.5	2.9	-4.1	5.2	2.4	-2.0	-3.4	-1.3	-3.3
CS(=O)(=O)c1nc(S(=O)(=O)c2ccc(Cl)cc2)c(N2CCC(O)CC2)s1	1.5	-0.8	0.4	-7.6	-4.9	1.2	-1.9	-0.1	-2.8	0.5
Cn1cc(C(=O)NCc2ccc(F)cc2)c(=O)c2cc(S(=O)(=O)N3CCCCC3)ccc21	-2.4	1.2	0.5	39.6	-20.1	-1.0	0.0	-4.1	0.9	-18.0
CCc1ccc(/C=C(/C#N)C(N)=S)s1	1.2	-1.4	-1.9	34.9	-4.3	-2.2	0.6	-1.9	-0.4	-6.4
CCCCn1c(N)c(N(CCOC)C(=O)C2CC(=O)N(Cc3ccco3)C2)c(=O)[nH]c1=O (centres undefined)	-0.1	0.1	0.0	53.9	-6.8	-3.6	-0.5	-6.4	-12.0	-2.2
O=C(Nc1ccnc(-c2ccncc2)n1)c1ccccc1Cl	-4.3	4.5	-1.4	-59.4	1.3	nt	-0.4	3.5	-8.1	-0.5
Cc1c(C#N)c2ccccc2n1CC(=O)NCc1ccccc1	-0.9	-5.6	-1.4	5.9	-5.9	1.1	-0.5	3.2	-0.2	-14.4
CC(C)C(C(=O)Nc1nccs1)c1ccccc1 (centres undefined)	-1.1	5.8	-0.9	9.2	-2.4	-0.3	nt	-8.7	1.0	5.3
COc1ccc(NC(=O)COC(=O)C2CCN(S(=O)(=O)c3ccccc3)CC2)cc1Cl	1.5	-12.2	0.3	21.4	-0.3	-1.0	-2.2	2.6	1.0	-9.2
O=C(OCc1csc(-c2ccccc2)n1)C1=NN(c2ccccc2)C(=O)CC1	-3.1	0.8	1.7	9.9	-3.2	30.5*	-0.3	-4.0	0.9	-2.5
O=C(CNC(=S)N(CCCN1CCOCC1)Cc1cccs1)N1CCCC1	-3.5	1.1	-6.4	9.1	-8.7	-4.3	-0.2	-2.5	5.4	0.5
COc1ccc(OCC(=O)OCC(=O)NC2CC2)cc1	1.6	5.9	-0.3	32.9	12.0	-3.8	-1.1	-5.3	0.0	-7.0
CCOC(=O)CSc1nc2c(c(=O)[nH]c(=O)n2C)n1C/C=C(/C)Cl	1.9	0.4	-0.6	-3.2	-10.9	nt	-3.1	2.1	-4.7	-3.0
Cc1ccccc1CN1[C@@H](Cc2ccccc2)COCCS1(=O)=O	-9.8	-3.0	-7.9	13.1	-9.1	-4.8	-2.2	7.7	-17.2	-7.8
Cc1onc(-c2c(Cl)cccc2Cl)c1C(=O)N/N=C(\N)COc1ccc(Cl)cc1	-11.7	-1.9	-0.5	4.6	3.9	-4.1	-2.6	4.0	20.6	-3.3
O=C(NCc1ccco1)C1CCCN(S(=O)(=O)c2ccc(Br)cc2)C1 (centres undefined)	0.8	-2.9	-0.7	10.4	-9.1	-4.4	nt	5.2	-1.7	10.1
Cc1cc(C(=O)NNc2ccc(F)cc2F)no1	-1.0	0.8	1.0	15.9	-7.7	-6.7	0.0	-4.4	7.5	-6.7
CCOc1ccc(C(=O)NCC(=O)OCc2cc([N+](=O)[O-])cc3c2OCOC3)cc1OCC	-1.1	0.3	-0.4	-49.3	4.7	3.0	-1.5	-7.3	6.7	-5.0
O=[N+]([O-])c1cncc([N+](=O)[O-])c1Nc1cccc(O)c1	2.7	0.6	27.0	-7.9	1.4	nt	-1.2	35.2*	9.6	-9.3
O=[N+]([O-])c1cc([N+](=O)[O-])c(Oc2ccc(Br)cc2Br)cc1NN1CCCCC1	-1.6	-1.5	1.8	-27.3	-12.4	-4.7	0.2	0.9	3.9	-6.0
CN1CCN(C(CNS(=O)(=O)c2ccc(Br)cc2)c2ccc3c(c2)OCO3)CC1 (centres undefined)	1.5	-8.2	0.4	15.7	-8.8	-0.9	-2.1	-3.3	31.6	-4.9
COc1ccc(N2CC(O)=C(c3nc(C)cs3)C2=N)cc1	2.3	-4.7	0.7	-7.0	-9.6	-1.5	-2.0	-0.7	-1.7	-3.6
CC/C(=N\NC(=O)CSc1ncccn1)c1ccc2c(c1)OCCO2	-1.7	0.8	-0.9	16.3	-9.8	-2.7	-0.8	-2.7	-3.1	15.3
COc1ccc(NC(=O)c2cc3ccccc3cc2OC)cc1	-3.9	-8.8	-1.0	-50.4	10.9	-7.8	nt	-0.6	-10.1	-4.4
CC(C)[C@H](NC(=O)OCc1ccccc1)C(=O)OCC(=O)NC1(C#N)CCCC1	1.0	1.6	-1.4	11.0	-4.1	-1.0	-3.9	1.3	-5.3	-3.1
CCN1CCN(C(=O)CCS(=O)(=O)c2cc3c(cc2Cl)NC(=O)CO3)CC1	0.0	5.7	1.4	-1.2	-4.7	nt	-0.5	-1.9	-3.7	-4.8
COc1ccc(-c2ccc(C3C(C#N)=C(N)Oc4n[nH]c(C)c43)o2)cc1 (centres undefined)	-3.6	16.0	-1.9	-10.4	0.7	2.0	-0.6	-8.6	-5.1	-31.6
COc1ccc(OC(C)C(=O)N2CCOCC2)cc1 (centres undefined)	1.2	2.2	-1.0	-2.5	6.8	0.6	-1.9	-3.1	8.1	-1.4
Cc1ccc(C(C(=O)NC2CCCCC2)N(C(=O)c2csnn2)C2CC2)o1 (centres undefined)	1.1	1.8	-0.8	5.8	-3.3	-2.5	-2.4	2.4	13.0	-8.7
CC(=O)c1cccc(NC(=O)CN2C(=O)C(=O)N(Cc3ccco3)C2=O)c1	0.0	2.8	0.8	9.7	7.2	-0.3	0.3	2.0	-11.3	-2.7
Cc1ccc(Cl)c2c1NC(=O)C2(O)CC(=O)c1ccc(F)cc1 (centres undefined)	-2.3	3.3	1.8	27.3	13.9	-5.5	-1.7	4.3	8.6	-6.1

Ordered by value in DAGLB inhibitor (largest number first): three from the list above
SMILES	DAGLB inhibitor	RTF Ca sens act	C-LANA FP	SR-BI uptake up	PKA-R2B act	CAL PDZ FP-1	CAL PDZ FP-2	Keap1 Nrf2 FP	Rtt109 Vps75	RTF Ca sens inh
Cc1ccc(C(C(=O)NC2CCCCC2)N(C(=O)c2csnn2)C2CC2)o1 (centres undefined)	1.1	1.8	-0.8	5.8	-3.3	-2.5	-2.4	2.4	13.0	-8.7
CC(C)[C@H](NC(=O)OCc1ccccc1)C(=O)OCC(=O)NC1(C#N)CCCC1	1.0	1.6	-1.4	11.0	-4.1	-1.0	-3.9	1.3	-5.3	-3.1
COc1ccc(-c2ccc(C3C(C#N)=C(N)Oc4n[nH]c(C)c43)o2)cc1 (centres undefined)	-3.6	16.0	-1.9	-10.4	0.7	2.0	-0.6	-8.6	-5.1	-31.6

(continued)
SMILES	DAGLB inhibitor	RTF Ca sens act	C-LANA FP	SR-BI uptake up	PKA-R2B act	CAL PDZ FP-1	CAL PDZ FP-2	Keap1 Nrf2 FP	Rtt109 Vps75	RTF Ca sens inh
O=C(NCCOc1ccc(F)cc1)C1CCC(=O)N(CCN2CCOCC2)C1 (centres undefined)	1.7	-2.5	1.1	32.4	-1.2	nt	-0.3	-6.8	-0.8	-2.3
CCCCC(=O)Nc1ccc(C(=O)N2CCCC(C(=O)OCC)C2)cc1 (centres undefined)	-0.1	-2.4	1.6	17.8	0.8	nt	-0.1	-6.6	-14.3	-3.0
O=C(Nc1nncs1)c1ccc2c(c1)OCO2	-3.0	2.2	-0.1	-2.3	-1.4	-2.7	-2.7	-4.1	-6.3	-8.7
COc1ccccc1C(=O)NCCC(=O)Nc1ccc(S(=O)(=O)N2C(C)CCCC2C)cc1 (centres undefined)	-3.9	-5.6	0.3	1.7	-13.6	3.6	-0.9	-8.4	2.0	-8.8
COCCOC(=O)C1=C(C)N(c2ccccc2)C(=S)NC1c1ccccc1C(F)(F)F (centres undefined)	-2.0	9.7	-2.9	16.6	0.9	-2.1	-13.4	-4.5	2.7	-3.6
Cc1ccc(S(=O)(=O)Nc2ccccc2C(=O)N2CCCC2)cc1	2.2	5.4	0.1	5.1	-1.0	nt	-0.9	-3.0	-1.0	-15.9
N#Cc1ccc(Nc2ccccc2)c(N)c1	-3.2	5.1	0.4	7.8	5.2	1.6	0.8	-2.2	-2.7	-3.7
